Assay outcomes deposited in PubChem by National Center for Advancing Translational Sciences (NCATS).
D2 antag – antagonizes the human D2 dopamine receptor. P14416. HEK293 TREx D2 cells, calcium flux, dopamine EC80. inhibition, % at 10 µM. 340,000 tested, 2% active; in the data active means inhibition above about 30%; further: 0% is about no effect
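Tetracycline-induced HEK293 TREx cells expressing D2 receptor forced-coupled to calcium signalling, loaded with no-wash calcium dye. Compounds added and calcium flux read 180 s, then dopamine added at EC80 and read a further 180 s.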
Vif-APOBEC3F blk – Vif-A3F binding inhibition. HeLa A3F-eYFP + Vif (tagged APOBEC3F with the HIV-1 protein that degrades it), YFP fluorescence increase. Potency, µM (top dose mostly 46.1 µM), for the others: at the highest dose activity, negative = active. 390,000 tested, 0.2% active. AID 602313; further: potency means the concentration at half of the fitted maximal effect; % of control where 0% means no effect; nearly all actives have a fitted effect of over 65% in size
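HeLa cells stably expressing Vif plus C-terminally eYFP-tagged A3F were seeded, incubated overnight at 37 deg C, dosed with compound, incubated overnight again at 37 deg C. Yellow fluorescence (Ex 488/Em 500-530) reported blocked Vif-mediated A3F-eYFP degradation.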
Vif-A3G inh – blocks the Vif interaction with human APOBEC3G | Q9HC16 | HeLa A3G-eYFP + Vif (tagged APOBEC3G with the HIV-1 protein that degrades it), YFP fluorescence, overnight | Potency, µM (titrated, usually from 46.1 µM), for inactives: at the highest dose activity, negative = active, actives largely listed as inhibitors | 410,000 tested, 0.076% active | AID 602310;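 further: potency means the concentration at half of the fitted maximal effect; on the % scale 0 is the no-effect control and ±100 the full control effect; nearly all actives have a fitted effect of over 60% in size; hits raise eYFP signal because A3G escapes Vif-driven loss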
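HeLa cells stably expressing Vif and C-terminally eYFP-tagged A3G, seeded overnight at 37 deg C, then exposed to compound by pintool overnight at 37 deg C. Rise in yellow fluorescence (Ex 488/Em 500-530, Acumen) marks blocked Vif-driven A3G degradation.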
D2 ag – agonists of human D2 dopamine receptor | HEK293 T-REx D2 cells, calcium flux agonist mode | activation, % at 2 µM | 340,000 tested, 0.53% active;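 active means activation over 3 SD above normal in the single-dose calcium agonist read, cut at about 30% in these data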; further: 0% is about no effect
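In this primary screen, compounds producing a positive calcium signal within 180 s of addition to tetracycline-induced, force-coupled HEK293 Trex D2 cells are flagged; cells are dye-loaded with a no-wash calcium kit beforehand.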
GRP78 ERSR act – induces the endoplasmic reticulum stress response in human glioma cells; U87-MG GRP78 promoter luciferase reporter, 16 h; Potency, µM, for the others: at the top dose activation, usual class: activators; 420,000 tested, 0.02% active; AID 602332; further: potency means the concentration at half of the fitted maximal effect; series mostly up to about 76 µM; % of control where 0% means no effect; nearly all actives have a fitted effect of over 35% in size
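ERSR induction read as luciferase luminescence (Bright-Glo, 10 min at room temperature) in stably transfected human U87-MG glioma cells exposed to compounds for 16 h, using GRP78 as sensor.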
12-LOX inh – blocks human arachidonate 12S-lipoxygenase | P18054 | purified 12hLO, xylenol orange hydroperoxide absorbance | Potency, µM (top dose mostly 108 µM), without a hit: top-dose activity change, negative = inhibition, hits mostly inhibitors | 580,000 tested, 1.1% active; further: potency means the concentration at half of the fitted maximal effect; on the % scale 0 is the no-effect control and ±100 the full control effect
Target sequence (P18054 whole entry, looked up): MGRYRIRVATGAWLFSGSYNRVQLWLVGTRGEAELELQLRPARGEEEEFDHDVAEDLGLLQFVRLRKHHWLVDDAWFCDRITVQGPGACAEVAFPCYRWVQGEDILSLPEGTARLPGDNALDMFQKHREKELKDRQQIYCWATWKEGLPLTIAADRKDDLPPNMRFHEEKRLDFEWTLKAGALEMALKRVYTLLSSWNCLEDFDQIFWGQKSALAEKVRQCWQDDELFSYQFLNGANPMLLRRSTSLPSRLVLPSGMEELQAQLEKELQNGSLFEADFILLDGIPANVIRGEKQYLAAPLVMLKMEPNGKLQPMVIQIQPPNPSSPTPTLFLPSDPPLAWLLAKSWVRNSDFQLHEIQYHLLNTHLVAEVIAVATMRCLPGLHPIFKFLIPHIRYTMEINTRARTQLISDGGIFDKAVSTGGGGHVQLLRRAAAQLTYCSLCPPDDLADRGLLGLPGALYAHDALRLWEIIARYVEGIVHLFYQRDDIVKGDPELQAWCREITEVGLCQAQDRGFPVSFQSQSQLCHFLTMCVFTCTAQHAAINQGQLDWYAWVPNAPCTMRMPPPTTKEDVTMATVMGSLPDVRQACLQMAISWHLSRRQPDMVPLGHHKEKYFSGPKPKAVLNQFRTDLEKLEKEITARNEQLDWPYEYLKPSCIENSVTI
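Purified human 12hLO (150 nM final) in 25 mM Hepes, 0.01% Triton X-100, pH 7.0 was preincubated 15 min at room temperature with compound. Then 40 uM arachidonic acid was added, 30 min. Hydroperoxide was read by Fe-XO absorbance ratio 573/405 nm.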
ERG Ets-DNA blk – inhibitors of human ERG Ets domain-DNA interaction | P11308 | fluorescence polarization, His-ERG Ets domain / labelled DNA | Potency, µM (top dose mostly 76.9 µM), for the others: top-dose FP activity, negative = inhibition, actives largely listed as inhibitors | 370,000 tested, 0.028% active | AID 624246; active means well fitted inhibition curve with a large enough effect in the polarisation, with a control signal flat; inconclusive means small, poorly fitted or top-dose-only effect, or effect the other way, or a change in a side signal; inactive means no such curve, though single readings can be large or run the other way; the % refers to the polarisation;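 further: polarization taken with two DNA probes labelled with fluorescein and Texas red; potency means the concentration at half of the fitted maximal effect; % of control where 0% means no effect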
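His-tagged ERG Ets domain (1 uM in the protein solution; 300mM KCl, 50mM Tris-HCl, 1mM EDTA, 1mM DTT, pH 7.5) received compound, then a probe mix of 5 nM fluorescein-DNA and 100nM Texas-615-DNA. Fluorescence polarization was read for both dyes.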
RGS4 inh – human RGS4 inhibition | Transcreener GDP fluorescence polarization, RGS4-accelerated GTP hydrolysis | Potency, µM (titrated, usually from 114 µM), for the others: at the top dose activity change, negative = inhibition, hits mostly inhibitors | 390,000 tested, 0.039% active | AID 504845; further: potency means the concentration at half of the fitted maximal effect; on the % scale 0 is the no-effect control and ±100 the full control effect; nearly all actives have a fitted effect of over 75% in size; some results filed as inactive show a strong effect at the top dose
Target sequence (P49798 whole entry, looked up): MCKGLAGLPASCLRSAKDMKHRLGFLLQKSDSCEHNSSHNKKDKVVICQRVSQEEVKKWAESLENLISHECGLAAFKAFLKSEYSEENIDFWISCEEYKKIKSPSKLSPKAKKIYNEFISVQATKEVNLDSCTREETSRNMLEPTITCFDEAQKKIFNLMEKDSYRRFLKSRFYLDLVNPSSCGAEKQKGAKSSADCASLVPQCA
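MLSMR compounds (23 nl, pin-transferred) preincubated 10 min at room temperature with a 500nM (2x) first reagent, then RGS4 at 900nM (2x) plus Transcreener GDP mix added; fluorescence polarization (620/688 nm) read before and after 90 min at 30 °C.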
LDHA inh – LDHA (human) enzyme inhibition; P00338; purified LDHA, NADH/diaphorase-resazurin fluorescence; stronger effect = lower value; activity change, % (values are at about 110 or 230 µM); 480,000 tested, 0.15% active; in the data active means activity change below about -30%; inconclusive means mostly about -25% to -30%;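 further: plate controls were DMSO wells for no effect and wells without enzyme for full effect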
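LDH5 2 nM; NADH 0.06 mM, pyruvate 0.2 mM; 200 mM Tris pH 7.4, EDTA, Tween-20; 5 min RT. Detection: diaphorase 0.133 mg/mL + resazurin 37 µM, fluorescence ex540/em590 at 0 and 20 min; normalized to enzyme-free and DMSO wells.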
* hit, by the source's call; ? = inconclusive; · = not tested or not shown; & = joins results of further samples; [ ] = dose if it differs, or a comment. Unless noted, the call rests on the fitted dose curve; in most records, active means well fitted curve in the direction sought with a large enough effect; inconclusive means small, poorly fitted or top-dose-only effect, or another doubt; inactive means no such curve, though single readings can be large; an effect the other way counts as inactive or inconclusive. Some of the compounds tested (hit frequency here may not be typical).

The line under a structure holds: D2 antag	Vif-APOBEC3F blk	Vif-A3G inh	D2 ag	GRP78 ERSR act	12-LOX inh	ERG Ets-DNA blk	RGS4 inh	LDHA inh
- COc1ccc(OCc2nnc(SCC(=O)N(C)Cc3ccccc3)n2N)cc1
  ·	3%	0%	·	-3%	?	5%	-3%	-4
- COc1ccc(OC)c(C2C(C(C)=O)=C(O)C(=O)N2CCN2CCOCC2)c1 (centres undefined)
  12	-6%	1%	1.2	-1%	?	-1%	-47%	9
- CN(CC(=O)Nc1cccc(F)c1)C(=O)CCCc1cccs1
  6	-5%	0%	0.3	0%	-12%	-11%	-8%	-2
- COc1ccc(/C=N\NC(=O)c2ccccc2Br)cc1COc1ccccc1
  8	1%	-16%	0.4	-3%	-10%	2%	-28%	0
- COC(=O)c1ccc(NC(=O)CSc2n[nH]c(-c3ccncc3)n2)cc1
  -11	-1%	-6%	-0.3	-3%	0%	0%	9%	0
- Cc1nc2ccc(S(=O)(=O)CCC(=O)Nc3ccccc3C)cc2s1
  ·	-1%	3%	0.2	0%	-6%	-2%	-11%	1
- COc1ccccc1C(=O)Nc1ccc(S(=O)(=O)Nc2onc(C)c2C)cc1
  -2	0%	3%	0.4	1%	15%	11%	-3%	-6
- O=C(COC(=O)c1cc(-c2cccc3ccccc23)nc2ccccc12)NC1CCS(=O)(=O)C1 (centres undefined)
  -11	?	1%	2.4	-5%	1%	?	-23%	1
- CC(Oc1ccccc1)C(=O)Nc1cccc(-c2cn3cccnc3n2)c1 (centres undefined)
  ·	-1%	-10%	·	-2%	?	-2%	-9%	-4
- COC(=O)c1c(NC(=O)CN2CCN(C(=O)c3ccco3)CC2)c2cc(C)ccc2n1C
  9	-2%	-3%	0.0	-6%	-8%	-3%	19%	-4
- COc1cccc(/C=N/NC(=O)CCn2c3ccccc3c3ccccc32)c1
  -3	-2%	-3%	1.0	2%	2%	10%	-6%	-1
- Cc1c(C(=O)NC2CCCCC2)sc2ncnc(N3CCN(c4ccccc4)CC3)c12
  13	5%	2%	-0.3	-4%	0%	6%	16%[11.4 µM]	-4
- CN(Cc1ccccc1)C(=O)COC(=O)CCNC(=O)c1ccccc1Cl
  5	4%	8%	0.1	-5%	8%	1%	-26%	-3
- COc1ccccc1CN=c1c([N+](=O)[O-])nn(-c2ccc3c(c2)OCCO3)n1O
  8	7%	0%	-1.1	3%	-16%	-6%	1%	-6
- O=C(CNC(=O)c1ccco1)OCc1c(F)cccc1Cl
  -26	5%	1%	0.2	-5%	-3%	-1%	13%	4
- CCOc1cc(N2CCOCC2)c(OCC)cc1NC(=O)CN1C(=O)C2C3C=CC(C3)C2C1=O (centres undefined)
  -13	1%	4%	1.8	-3%	?	-11%	15%	-4
- CN(CC(=O)NCc1ccc(F)cc1)S(=O)(=O)c1ccc2c(c1)n(C)c(=O)c(=O)n2C
  5	8%	2%	0.7	-4%	9%	6%	20%	-4
- CC1CCN(c2ccc(C(=O)NCc3ccc4c(c3)OCO4)cc2[N+](=O)[O-])CC1
  -8	-3%	-1%	-0.4	-3%	-12%	-1%	-12%	3
- CN1C(C(=O)Nc2ccc(F)cc2F)=CC(c2ccc3c(c2)OCO3)=NS1(=O)=O
  ·	-7%	1%	·	1%	-26%	-4%	-5%	-5
- N#Cc1cc(-c2ccccc2)cnc1Cl
  -6	-10%	0%	-0.2	-5%	9%	-5%	12%	5
- Cc1oc2cc3oc(=O)c(CC(=O)N4CCCCC4)c(C)c3cc2c1C
  ·	2%	-9%	0.9	-1%	-28%	-6%	8%	-4
- COc1ccc(-c2c(C#N)c(SCC(=O)Nc3ccccc3C)nc(C)c2C(=O)Nc2ccc(Cl)cc2)cc1
  ·	-3%	-2%	-0.8	-1%	-25%	6%	0%	0
- CC(=O)N1CCc2cc(S(=O)(=O)NC(Cc3ccccc3)C(=O)NCc3ccccc3Cl)ccc21 (centres undefined)
  ·	1%	-5%	-0.3	-2%	?	1%	-11%	-3
- CNCCc1ccccn1
  21	-8%	-3%	23	1%&-2%&-2%	-13%	18%	8%	-6
- O=S(=O)(Cc1ccccc1)/C1=C(\N2CCOCC2)CCCCCC1
  -6	-9%	-2%	-1.5	-6%	0%	1%	-23%	2
- CC(C)(C)n1nnnc1CN(Cc1cccnc1)Cc1ccccc1Cl
  5	3%	1%	0.0	-3%	?	6%	-2%[11.4 µM]	-6
- Cn1cc(CN2CCCC(C(=O)c3nccn3C)C2)c(-c2cccc(Cl)c2)n1 (centres undefined)
  -4	-2%	-3%	-0.5	-1%	3%	1%	8%	-4
- O=C(NCCCNC(=O)c1cc(Cl)ccc1Cl)c1ccccn1
  ·	-1%	1%	·	2%	-1%	-4%	16%	-6
- S=C(NCCc1ccccn1)Nc1ccc(Cl)cc1
  27	0%	-1%	-0.6	-2%	-19%	7%	18%	-6
- O=C(C[C@H]1C[C@H](C(=O)N2CCOCC2)[C@@]2(CCC3CCCC3)c3[nH]c4cc(-c5ccco5)ccc4c3CCN2C1=O)NCc1cccc(C(F)(F)F)c1
  ·	-2%	-8%	·	-3%	-58%	7%	?	0
- CCCCn1ccnc1C(=O)c1cccc(S(=O)(=O)N2CC(C)CC(C)C2)c1 (centres undefined)
  -14	-15%	-5%	0.5	-2%	26%	4%	36%	4
- CCCCNC(=O)c1c(-c2ccccc2)c(-c2ccccc2)nn(C)c1=O
  ·	1%	6%	-0.6	-3%	-6%	-1%	-20%	0
- COc1cc(NC(=O)CCS(=O)(=O)c2ccc3c(c2)CC(=O)N3C)cc(OC)c1OC
  ·	0%	5%	0.0	-2%	0%	4%	-3%	8
- Cc1cc(N2CC(C)OC(C)C2)nc2ccccc12 (centres undefined)
  9	-9%	0%	0.0	1%	-2%	0%	?	-4
- O=C(CSc1ncc(CO)n1Cc1ccccc1)Nc1ccc(C(F)(F)F)cc1
  ·	12%	-10%	1.4	-5%	?	0%	-12%	-2
- O=C1CC2(CCN(C(=O)c3ccccc3Cl)CC2)Oc2ccccc21
  12	-9%	0%	0.5	-2%	-5%	-4%	-15%	-3
- Cc1sc(NC(=O)c2ccco2)c(C(c2cccnc2)N2CCN(CCO)CC2)c1C (centres undefined)
  -5	-9%	5%	0.4	8%	5%	-5%	-4%	-8
- Cc1ccc(NC(=O)C(C)Sc2nnc(-c3cccnc3)o2)cc1 (centres undefined)
  -2	-8%	0%	0.4	1%	11%	6%	4%	-16
- O=C(CN1CCc2ccccc2C1)Nc1ccc(F)cc1F
  -11	1%	4%	0.8	15%	0%	6%	10%	-1
- Cc1cc(C)nc(NS(=O)(=O)c2ccc(NC(=O)COc3ccccc3)cc2)n1
  5	-16%	-4%	0.2	-4%	-18%	4%	-20%	-3
- O=C(Nc1ccccc1Cl)c1ccc([N+](=O)[O-])o1
  -9	1%	?	-0.1	?	?	-9%	1%	2
- COc1ccc(N(CC(=O)Nc2cc(Cl)ccc2C)S(=O)(=O)c2c(C)noc2C)cc1
  -5	-7%&-8%	?	-1.0&-0.1	-7%&-2%	11%&-18%	0%&3%	14%&-21%	-3&-1
- CC1CCN(C(=O)c2ccc3c(c2)NC(=O)/C(=C/c2ccccc2)S3)CC1
  -7	-11%	0%	0.0	-6%	-11%	-1%	-15%[11.4 µM]	1
- O=C(O)CCN(Cc1ccccc1)S(=O)(=O)c1ccccc1Cl
  17	-10%	-3%	1.4	-7%	-2%	-12%	-2%	-9
- Cc1ccc(N(CC(=O)NCC2CCCO2)C(=O)CCC(=O)Nc2nccs2)cc1 (centres undefined)
  4	9%	3%	-3.1	-6%	-5%	-1%	-8%	-5
- Cc1cccc(-n2ncc(C(=O)N3CCN(Cc4ccccc4)CC3)c2C2CCN(C(=O)OC(C)(C)C)CC2)c1
  ·	-3%	2%	·	-2%	-17%	5%	-3%	5
- O=C(CCSc1ccc(F)cc1)Nc1ccc(-n2cnnn2)cc1
  -3	-6%	3%	0.3	-1%	-7%	-3%	-21%	-6
- COc1ccc(CC(=O)Nc2ccc(S(=O)(=O)Nc3ncccn3)cc2)cc1OC
  -4	4%	0%	1.0	-6%	-4%	0%	5%	-3
- Cc1nnc(SCC(=O)Nc2nnc(-c3ccccc3)o2)s1
  -6	8%	-1%	1.6	-3%	1%	19%	-10%	0
- C/C(=C\[C@@H](NP(=O)(c1ccccc1)c1ccccc1)c1ccccc1)CO[Si](c1ccccc1)(c1ccccc1)C(C)(C)C
  ·	2%	-6%	·	-1%	?	-8%	-28%	-1

Later entries:
The line under a structure holds: D2 antag	Vif-APOBEC3F blk	Vif-A3G inh	D2 ag	GRP78 ERSR act	12-LOX inh	ERG Ets-DNA blk	RGS4 inh	LDHA inh
- COc1ccc(-c2nc(C(N)=O)c3[nH]c(=O)n(-c4cccc(Cl)c4)c3n2)cc1OC
  -14	3%	?	2.3	-1%	4%	-5%	-41%	-6
- Fc1cc2nc(-c3ccncc3)[nH]c2cc1F
  17	4%	-1%	0.7	8%	0%	-4%	-4%	-16
- N#C/C(=C\c1cccs1)C(=O)c1ccccc1Cl
  -1	-18%	-29%	1.8	-15%	?	87%[activator]	?	1
- Nc1nonc1C(=O)N/N=C/c1ccncc1
  14	-13%	7%	-0.3	1%	-5%	0%	-26%	-3
